PAFAH2 inh – PAFAH2 enzyme inhibitors, primary screen, biochemical, fluorescence polarization, human. Platelet-activating factor acetylhydrolase 2, cytoplasmic (Homo sapiens), Q99487. recombinant PAFAH2, FP-rhodamine activity probe. inhibition, % at 3.39 µM. 0.99% of 340,000 active. AID 492956, 2010;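 active = inhibition above the mean over all tested compounds plus 3 SD, cut at about 30% in these data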;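 note: inhibitors block probe labeling of enzyme so polarization drops; 0% = enzyme with DMSO and 100% = wells lacking PAFAH2 protein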
LYPLA1 inh – LYPLA1 inhibitors, primary screen, counter-screen for PME1 inhibitor project, biochemical, fluorescence polarization, FP-Rh probe ABPP; Acyl-protein thioesterase 1 (Homo sapiens), O75608; recombinant LYPLA1; inhibition, % at 5.9 µM; 0.16% of 320,000 active; AID 2174, 2009;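 active = inhibition above the mean of all tested compounds plus 3 SD, set per campaign, cut at about 14% in these data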;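 note: inhibitors block serine hydrolase probe labeling of LYPLA1 so polarization falls; 0% = enzyme with DMSO and 100% = wells lacking LYPLA1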
Target sequence (O75608 whole entry, looked up): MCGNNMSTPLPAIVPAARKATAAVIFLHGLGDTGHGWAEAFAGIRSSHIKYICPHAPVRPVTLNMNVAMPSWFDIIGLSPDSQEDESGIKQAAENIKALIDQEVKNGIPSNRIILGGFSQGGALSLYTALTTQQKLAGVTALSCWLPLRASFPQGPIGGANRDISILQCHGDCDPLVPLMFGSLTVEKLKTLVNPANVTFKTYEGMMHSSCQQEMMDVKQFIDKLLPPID
LYPLA2 inh – LYPLA2 inhibitors, primary screen, counter-screen for PME1 inhibitor project, biochemical, fluorescence polarization, FP-Rh probe ABPP; recombinant LYPLA2; AID 2177, 2009; 0.38% of 320,000 active; inhibition, % at 5.9 µM;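 active = inhibition above the screen-wide mean plus 3 SD, limit set per campaign, cut at about 26% in these data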;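 note: 0% = LYPLA2 with DMSO and 100% = wells lacking LYPLA2 enzyme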
Target sequence (O95372 whole entry, looked up): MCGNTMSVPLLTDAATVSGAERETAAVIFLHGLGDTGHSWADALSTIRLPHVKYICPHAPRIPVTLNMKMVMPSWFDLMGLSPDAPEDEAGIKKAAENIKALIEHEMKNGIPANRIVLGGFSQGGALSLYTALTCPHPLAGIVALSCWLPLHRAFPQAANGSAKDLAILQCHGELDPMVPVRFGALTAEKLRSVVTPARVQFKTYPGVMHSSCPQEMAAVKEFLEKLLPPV
PAD4 FP inh – human PAD4 inhibitors, primary screen, biochemical, fluorescence polarization, 1536-well format. Protein-arginine deiminase type-4 (Homo sapiens), Q9UM07. recombinant PAD4, RCA probe fluorescence polarization. inhibition, % at 6.36 µM. 0.41% of 330,000 active;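 active = percent inhibition above a cutoff equal to the mean of all tested compounds plus 3 SD, cut at about 15% in these data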;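 note: 0% = PAD4 with RCA probe and DMSO and 100% = probe without PAD4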
GSTO1 inh – inhibitors of recombinant GSTO1, primary screen, counter-screen for RBBP9 inhibitor project, biochemical, fluorescence polarization; activity-based probe fluorescence polarization; inhibition, % at 5.96 µM; 1.1% of 300,000 active; AID 1974, 2009;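 active = inhibition above the campaign mean inhibition plus 3 SD, cut at about 35% in these data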;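 note: 0% = GSTO1-1 with DMSO and 100% = wells lacking GSTO1-1 enzyme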
Target sequence (P78417 whole entry, looked up): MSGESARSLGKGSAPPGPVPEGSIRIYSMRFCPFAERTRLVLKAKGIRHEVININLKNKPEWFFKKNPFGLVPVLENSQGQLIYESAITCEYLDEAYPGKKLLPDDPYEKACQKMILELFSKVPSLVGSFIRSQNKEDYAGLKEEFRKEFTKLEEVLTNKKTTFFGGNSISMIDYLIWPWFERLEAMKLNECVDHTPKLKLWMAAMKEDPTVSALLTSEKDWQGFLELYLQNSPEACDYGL
PREPL inhibitor – PREPL enzyme inhibitors, primary screen, biochemical, fluorescence polarization; Prolyl endopeptidase-like (Homo sapiens), Q4J6C6; recombinant PREPL, fluorescence polarization activity-based probe; inhibition, % at 5.96 µM; 0.68% of 320,000 active; AID 2751, 2010; in the data active = inhibition above about 43%;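 note: 0% = enzyme with DMSO and 100% = wells lacking enzyme; many of its hits are not listed in these tables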
ZTA DNA inh – ZTA (EBV) inhibition in EBNA-1 counter-screen | P03206 | ZTA-DNA binding, fluorescence polarization | inhibition, % at 11 µM | 0.15% of 320,000 active; in the data active = inhibition above about 33%
EBNA-1 inhibitor – EBNA-1 DNA-binding inhibitors, primary screen, biochemical, fluorescence polarization; AID 1950, 2009; 0.34% of 300,000 active; inhibition, % at 14.8 µM; in the data active = inhibition above about 28%
PAFAH1B3 FP inh – PAFAH1B3 enzyme inhibitors, primary screen, biochemical, fluorescence polarization, human; Platelet-activating factor acetylhydrolase IB subunit alpha1 (Homo sapiens), Q15102; 0.28% of 340,000 active; inhibition, % at 3.39 µM; AID 492972, 2010; recombinant PAFAH1B3, FP-rhodamine probe;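 active = inhibition above the screen-wide average of all tested compounds plus 3 SD, cut at about 25% in these data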;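 note: 0% = enzyme with DMSO only and 100% = wells lacking PAFAH1B3 protein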
Target sequence (Q15102 whole entry, looked up): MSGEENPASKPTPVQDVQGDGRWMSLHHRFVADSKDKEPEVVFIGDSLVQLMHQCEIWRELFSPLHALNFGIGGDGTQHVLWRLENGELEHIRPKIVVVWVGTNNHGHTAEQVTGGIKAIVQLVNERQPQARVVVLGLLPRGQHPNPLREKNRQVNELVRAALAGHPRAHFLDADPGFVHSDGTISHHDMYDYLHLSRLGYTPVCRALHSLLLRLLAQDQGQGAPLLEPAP
Active calls of the source: *; nt = no result given.

SMILES	PAFAH2 inh	LYPLA1 inh	LYPLA2 inh	PAD4 FP inh	GSTO1 inh	PREPL inhibitor	ZTA DNA inh	EBNA-1 inhibitor	PAFAH1B3 FP inh
CCOc1ccccc1/C=N/NC(=O)c1cc(C(C)C)[nH]n1	3	0	-4	-5	-3	2	11	2	6
C/C(Cl)=C\Cn1c(NCCc2ccccc2)nc2c1c(=O)n(C)c(=O)n2C	-2	-2	4	1	-7	38	-17	-6	-6
O=C(OCC(=O)N1CCCC1)c1cncc(Br)c1	1	0	2	0	6	10	4	-3	4
O=C(O)C1CC(=O)N(CCc2c[nH]c3ccccc23)C1 (stereo not drawn)	-1	-2	-2	-2	4	10	1	-3	-3
Cc1ccc(-c2csc3ncnc(Oc4ccc5c(C)cc(=O)oc5c4)c23)cc1	-11	-9	-15	-1	-8	-10	6	9	-24
O=C1OC(NC(=O)c2ccccc2)C(N2CCOCC2)=C1Cl (stereo not drawn)	7	-2	-5	0	-1	1	-13	2	7
COc1ccc(CCNC(=O)CCc2ccc(S(=O)(=O)NC(C)C)cc2)cc1	-1	-2	4	1	2	15	-7	-8	12
CCOCCCNC(C(=O)Nc1ccc(OC)c(Cl)c1)c1ccccc1 (stereo not drawn)	0	5	10	-6	-1	3	2	11	10
N[C@@H](Cc1ccccc1)c1nnc2sc(SCc3ccccc3)nn12	-4	1	1	-6	3	24	5	-15	6
COc1ccc(C(=O)N2CCCC(Nc3ccc(C(C)C)cc3)C2)c(OC)n1 (stereo not drawn)	-1	-1	3	2	0	15	-15	14	8
C/C(CC(=O)Nc1ccc(N(C)C)cc1)=N\NC(=O)c1ccc(Cl)cc1	0	-2	-3	1	2	0	-14	-20	5
Cc1ccc(F)cc1NC(=O)CSc1nc(Nc2ccccc2)nc(N2CCOCC2)n1	-5	-4	5	-4	1	3	9	-2	-1
O=C(c1ccc(Cl)cc1)c1c[nH]c(C(=O)C(Cl)(Cl)Cl)c1	0	2	-1	2	0	-3	9	1	12
CN(C(=O)CSc1ncccc1C(=O)O)c1ccccc1	2	-1	2	0	2	4	12	14	-2
CCOC(=O)Nc1cccc(C(=O)O)c1	0	-1	6	-1	-1	0	4	5	6
O=C(Nc1ccccc1N1CCOCC1)c1cccnc1Cl	-8	1	0	-3	0	7	10	-3	0
CSc1nc2ccc3nc(NC(=O)C4COc5ccccc5O4)sc3c2s1 (stereo not drawn)	-21	-20	-35	-2	9	-9	-7	10	-10
O=C1CN(Cc2nc3cc(Cl)ccc3c(=O)[nH]2)CCN1	6	0	-4	4	-11	-4	-16	-4	-2
C=CCc1ccc(OCCCCN2CC(C)OC(C)C2)c(OC)c1 (stereo not drawn)	3	-1	2	-10	1	-4	-4	7	6
CCCCSc1nnc(-c2ccccc2)c2ccccc12	7	-1	-4	6	0	4	7	12	-3
Cc1cc(C)n(S(=O)(=O)c2cc(C)c(C)cc2C)n1	-6	2	10	4	-2	-7	9	7	2
Cc1cc(Cl)ccc1NC(=O)CN1C(=O)NC2(CCCc3ccccc32)C1=O (stereo not drawn)	1	2	3	3	-4	-17	-5	8	6
CSc1sc(C#N)c2c1/C(=N\O)CCC2	3	-4	-7	1	1	15	1	-2	-1
NCCCC[C@@H](C(=O)N1CCNCC1)n1cc([C@@H](N)CC(N)=O)nn1	7	2	3	10	4	5	6	4	-4
Cc1c(=O)n(OCc2ccccc2F)c2ccccc2[n+]1[O-]	-11	-3	-2	-4	6	-10	17	7	2
CCOc1ccccc1CNCCO	-3	-1	-1	2	4	3	1	-3	5
CCNC(=O)CSc1nc2ccccc2c(=O)n1CCCOC(C)C	11	-1	2	-2	2	-4	-1	-8	9
CN1CCSc2ccc(C(=O)Nc3cc(F)ccc3F)cc21	5	-1	6	2	0	17	11	0	13
Cc1ccc(NS(=O)(=O)c2ccc(C(C)C)cc2)cc1S(=O)(=O)N1CCOCC1	11	nt	nt	1	nt	20	nt	nt	-5
COc1cccc(C(=O)NOCc2ccc(C)cc2)c1OC	4	2	3	-1	nt	14	-5	nt	6
C=CCNCCOc1c(C)cc(C)cc1Cl	-2	2	-1	5	-1	-14	12	2	11
CC(Sc1ccc(S(=O)(=O)N2CCOCC2)cn1)c1ccccc1Cl (stereo not drawn)	-2	nt	nt	-3	nt	-1	nt	nt	15
O=c1onc(-c2ccccc2Cl)n1-c1ccccc1Cl	8	0	-2	4	9	-6	-3	-1	1
Cc1ccc(NC(=O)C2CCCNC2=O)nc1 (stereo not drawn)	-4	-3	2	-3	-4	12	-7	-6	13
Cc1ccc2nc(-c3ccc(NC(=O)CCN4C(=O)c5ccccc5C4=O)cc3)sc2c1	1	1	1	1	-1	8	-8	-14	2
CCN1CCN(C(c2cccnc2)c2c(NC(=O)c3ccco3)sc(C)c2C)CC1 (stereo not drawn)	1	1	4	3	nt	24	9	nt	-5
O=[N+]([O-])c1cc(/C=N\Nc2nc(-c3ccccc3)cs2)ccc1O	32*	1	2	-1	63*	30	6	-2	22
CCC[N+]1(CC#CC(O)(c2ccccc2)C2CCCCC2)CCCCC1 (stereo not drawn)	2	3	3	5	-8	4	3	-12	7
CCOC(=O)c1c(C=O)c(C)n(Cc2ccc(Cl)cc2)c1C	-2	3	8	-3	14	9	-6	0	-4
COC(=O)c1cn(Cc2cccc(C)c2)nn1	-3	-1	1	-4	-4	12	14	9	11

Four entries from above, as a markdown table.
| compound | PAFAH2 inh | LYPLA1 inh | LYPLA2 inh | PAD4 FP inh | GSTO1 inh | PREPL inhibitor | ZTA DNA inh | EBNA-1 inhibitor | PAFAH1B3 FP inh |
| --- | --- | --- | --- | --- | --- | --- | --- | --- | --- |
| CCOc1ccccc1CNCCO | -3 | -1 | -1 | 2 | 4 | 3 | 1 | -3 | 5 |
| Cc1cc(Cl)ccc1NC(=O)CN1C(=O)NC2(CCCc3ccccc32)C1=O (stereo not drawn) | 1 | 2 | 3 | 3 | -4 | -17 | -5 | 8 | 6 |
| CN(C(=O)CSc1ncccc1C(=O)O)c1ccccc1 | 2 | -1 | 2 | 0 | 2 | 4 | 12 | 14 | -2 |
| O=C(O)C1CC(=O)N(CCc2c[nH]c3ccccc23)C1 (stereo not drawn) | -1 | -2 | -2 | -2 | 4 | 10 | 1 | -3 | -3 |

Following part
SMILES	PAFAH2 inh	LYPLA1 inh	LYPLA2 inh	PAD4 FP inh	GSTO1 inh	PREPL inhibitor	ZTA DNA inh	EBNA-1 inhibitor	PAFAH1B3 FP inh
COc1ccc(OCCC(=O)Nc2ccccc2)cc1	3	-1	-2	-3	5	-4	6	-8	3
COc1cc(/C=N/NC(=O)c2cc(-c3ccccc3C)nc3ccccc23)cc(OC)c1O	nt	-7	1	2	3	5	-6	-6	nt
Cc1ccc(N/C=C(\C2OC(=O)c3ccccc32)[N+](=O)[O-])c(C)c1 (stereo not drawn)	nt	-2	-1	-7	16	-2	13	18	nt
C/C(=C\c1cc(C(=O)O)c(C)o1)CO	6	-3	1	-6	-1	-5	-6	-10	-2
CCOc1ccc2nc(SCC(=O)N3c4ccccc4Sc4ccccc43)c(C#N)cc2c1	-25	-3	-6	-9	-4	5	5	1	-6
COc1cccc(-c2nc3n(n2)C(c2ccc4c(c2)OCO4)C(C(N)=O)=C(C)N3)c1 (stereo not drawn)	1	-1	1	-6	1	-8	-10	-7	-1
CN(C)c1ccc(/C=N/Nc2nncc3ccccc23)cc1	-2	4	2	-4	3	43	17	-3	0
COc1ccc(NC(=O)CCC2COc3ccccc3O2)c(OC)c1 (stereo not drawn)	-4	3	2	1	3	18	12	14	-2
Cc1nc(N)sc1-c1nnc(SCC(=O)Nc2ccccc2C(F)(F)F)n1C	3	0	3	-3	1	-9	-9	-4	5
COc1ccc(CCNC(=O)c2cccc([N+](=O)[O-])c2)cc1OC	-4	4	5	6	-4	-8	-4	-3	5
Cc1ccc(C)c(N2CCN(S(=O)(=O)c3ccc4[nH]c(=O)ccc4c3)CC2)c1	3	-2	1	3	5	3	-1	7	1
CN(C)S(=O)(=O)N1CCN(c2cc(Cl)ccc2Cl)CC1	-5	-2	-2	0	-3	6	-3	-5	10
CNC(=O)COC(=O)c1ccc(OCC(=O)Nc2ccccc2OC)c(OC)c1	3	-2	-13	1	-5	2	-3	-15	6
CC1CCN(c2nc3c(c(=O)n(C)c(=O)n3C)n2Cc2ccccc2)CC1	3	1	1	-2	-1	16	5	7	6
Cc1ccc(CNC(=O)c2ccccc2SCC(=O)NCC2CCCCC2)cc1	-5	3	1	-4	-3	-4	1	-2	2
CCC1(CC)C(=O)C2=C3C1[C@H](C(=O)OC)CC(C(=O)OC)C[C@H]3n1c(=O)n(C)c(=O)n1[C@H]2C (stereo partly drawn)	-1	-1	-6	2	2	4	-16	6	11
COc1ccc(NC(=S)NCCN2CCOCC2)c(OC)c1	4	4	12	0	2	4	24	6	5
Cc1nn(CC(=O)NCCCN2CCCCC2C)c(=O)c2cccn12 (stereo not drawn)	7	-3	-1	-1	-1	0	-15	-1	4
O=C(O)c1cccc(CSc2nnc(COc3ccccc3)o2)c1	-3	2	6	-1	6	-2	-3	5	0
O=C(NCc1ccncc1)Nc1ccc(F)cc1	-4	-1	0	-8	4	-2	-10	2	7
O=C(NC1CCCC1)C1C2C=CC(C2)C1C(=O)N1CCOCC1 (stereo not drawn)	4	-3	-2	-2	0	-3	-4	10	12
Cc1ccc2c(Cl)c(C(=O)Nc3ccc4c(c3)OCO4)sc2c1	6	1	13	-2	3	9	7	19	4
CSC1=C(C#N)C(CC(C)C)C2=C(CCCC2=O)N1 (stereo not drawn)	-7	1	-7	-2	6	-8	33	7	6
CCCCCCNC(=O)c1cc(-c2ccco2)nc2ccccc12	13	-2	5	-12	3	-7	4	-4	5
COc1c(C)cc(S(=O)(=O)NCCN2CCOCC2)c(C)c1C	8	0	1	-3	2	-8	-9	-18	6
Cc1ccc(NC(=S)NC2CC3CCC(C2)N3Cc2ccco2)c(C)c1 (stereo not drawn)	5	4	0	1	2	0	1	8	10
O=c1[nH]c2ccccc2cc1-c1nnn(-c2ccc(Cl)c(Cl)c2)n1	3	1	7	4	8	-11	11	6	5
COc1ccc(/C=C(\NC(=O)c2ccc(C)cc2)C(=O)Nc2c(C)n(C)n(-c3ccccc3)c2=O)cc1	-1	-3	-5	1	4	1	9	9	8
O=C(NCCN1CCOCC1)c1cc(Sc2ccccc2Cl)nc2ccccc12	nt	0	6	0	-7	-8	23	10	nt
COc1ccc(C(=O)Oc2cccnc2)cc1	3	2	1	0	4	5	5	6	6
CN1C(c2ccc(F)cc2)=CS/C1=C(/C#N)c1nnc(N2CCOCC2)n1-c1ccccc1	8	1	4	-4	4	7	4	10	2
COc1ccc(C(=O)NCC(=O)OCC(=O)N2CC(C)OC(C)C2)cc1OC (stereo not drawn)	-2	nt	nt	-2	nt	12	nt	nt	7
CC(=O)N1Cc2ccccc2CC1C(=O)NCc1ccccc1F (stereo not drawn)	-1	2	1	-3	-6	-15	12	8	3
CN(C(=O)Cc1noc2ccccc12)c1ccccc1	-3	-3	-7	2	-1	2	24	7	2
Cc1cc(-c2nnc(SCC(=O)Nc3ccccc3Cl)n2C)no1	-6	4	7	0	6	-2	3	11	-9
CC1=C(C(=O)OC(C)C)C(c2ccc(C)o2)C(C(=O)OC(C)C)=C(C)N1	1	-3	-1	0	0	-3	-7	-7	-1
C/C(=N\NC(=O)c1ccc(F)cc1)c1cccc(NC(=O)c2ccco2)c1	-3	-1	1	4	4	-1	-7	-11	0

Screening results as filed in PubChem.

Not all compounds are listed; rates above refer to the full screens.
